# NPC1 promoter act – qHTS Assay for NPC1 Promoter Activators; actives 2.4% (n = 320,000); Huh7 NPC1 promoter luciferase reporter, 24 h; Potency, µM (highest dose often 9.22 µM), for inactives: at the top dose activation, hits mostly activators;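 note: % of control where 0% means no effect; nearly all actives have a fitted effect of over 60% in size; reporter is driven by a mutant NPC1 promoter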
#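 In 1536-well qHTS, Huh7 cells harboring an NPC1 promoter–luciferase construct received compound for 24 h; activation was quantified by luminescence following luciferase reagent addition.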
# RORg inh – qHTS for inhibitors of ROR gamma transcriptional activity. AID 2551, 2010. Potency, µM (doses to about 53.6 µM), without a hit: at the highest dose activity change, negative = inhibition, most hits filed as inhibitors. Drosophila S2 Gal4-RORgamma UAS-luciferase reporter, 20 h. Nuclear receptor ROR-gamma (Mus musculus), P51450. actives 5.4% (n = 310,000); note: % is set by controls: 0 for no effect and ±100 for the full control effect; nearly all actives have a fitted effect of over 60% in size
# Target sequence (P51450 whole entry, looked up, the tested form may be a part): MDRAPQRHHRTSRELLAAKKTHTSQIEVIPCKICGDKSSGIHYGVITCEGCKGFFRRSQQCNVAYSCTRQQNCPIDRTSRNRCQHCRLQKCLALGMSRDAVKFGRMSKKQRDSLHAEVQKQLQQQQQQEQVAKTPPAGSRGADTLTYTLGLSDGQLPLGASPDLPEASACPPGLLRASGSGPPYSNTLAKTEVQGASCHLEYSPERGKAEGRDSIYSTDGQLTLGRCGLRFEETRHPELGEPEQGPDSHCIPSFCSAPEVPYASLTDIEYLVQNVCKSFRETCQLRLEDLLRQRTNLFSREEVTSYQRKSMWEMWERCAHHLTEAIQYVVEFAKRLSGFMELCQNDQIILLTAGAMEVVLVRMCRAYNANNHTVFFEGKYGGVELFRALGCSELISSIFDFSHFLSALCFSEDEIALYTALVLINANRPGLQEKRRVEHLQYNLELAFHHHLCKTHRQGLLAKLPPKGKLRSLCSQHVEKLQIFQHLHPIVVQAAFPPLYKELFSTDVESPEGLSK
#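 Using a luciferase readout, inhibitors were identified by reduced reporter activity in Drosophila cells coexpressing a copper-inducible Gal4–ROR gamma fusion and UAS-driven Photinus luciferase, incubated 20 hr after 700 uM copper sulfate.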
# ELG1 genotox – qHTS screen for small molecules that induce genotoxicity in human embryonic kidney (HEK293T) cells expressing luciferase-tagged ELG1; HEK293T ELG1-luciferase reporter, luminescence, 16 h; Potency, µM (top dose mostly 46 µM), for inactives: at the top dose activity change, positive = activation, usual class: activators; actives 1.3% (n = 330,000); AID 504466, 2011; note: % of control where 0% means no effect; nearly all actives have a fitted effect of over 60% in size
#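 ELG1-luciferase HEK293T cells, 2,000/well; compound pinned in; 16 hr, 37 °C, 5% CO2; ONE-Glo, 30 min RT; luminescence on CCD imager.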
# uPA generation – qHTS for Inhibitors of Cell Surface uPA Generation; cell surface uPA generation assay, qHTS; Potency, µM (titrated, usually from 38.3 µM), for inactives: at the highest dose activity change, negative = inhibition, most hits filed as inhibitors; actives 0.31% (n = 330,000); AID 540303, 2011; active = well fitted inhibition curve with a large enough effect; inconclusive = small, poorly fitted or top-dose-only effect; inactive = no such curve, though single readings can be large or run the other way; tested in mouse RAW 264.7 cells; note: % is set by controls: 0 for no effect and ±100 for the full control effect; nearly all actives have a fitted effect of over 55% in size
# BRCA1 expr act – qHTS Assay to Identify Small Molecule Activators of BRCA1 Expression; Potency, µM (top dose mostly 46.1 µM), for the others: top-dose activation, most hits filed as activators; MCF7-BRCA1-FFLuc reporter, luminescence, 48 h; response scale: scaled: vehicle 0%, 10 µM genistein 100%; AID 624202, 2012; actives 1.1% (n = 380,000); note: nearly all actives have a fitted effect of over 80% in size; some results filed as inactive show a strong effect at the top dose
#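 Using MCF7 cells harboring a BRCA1 firefly luciferase reporter, plated 2 h before compound pinning, the screen measured luminescence after 48 h incubation. Responses were normalized to DMSO and 10 microM genistein, then fitted for concentration-effect.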
# VP16 counter – VP16 counterscreen qHTS for inhibitors of ROR gamma transcriptional activity; actives 3.5% (n = 310,000); Potency, µM (titrated, usually from 53.6 µM), inactives show top-dose activity, negative = inhibition, hits mostly inhibitors; Drosophila S2 Gal4-VP16 UAS-luciferase, luminescence, 20 h; AID 2546, 2010;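 note: Gal4-VP16 expression switched on by copper sulfate through the metallothionein promoter; % is set by controls: 0 for no effect and ±100 for the full control effect; nearly all actives have a fitted effect of over 50% in size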
# FLuc counter – qHTS profiling assay for firefly luciferase inhibitor/activator using purifed enzyme and Km concentrations of substrates (counterscreen for miR-21 project); Luciferin 4-monooxygenase (Photinus pyralis), P08659; purified FLuc, Km substrates, luminescence inhibition; actives 6.9% (n = 360,000); Potency, µM (series often up to 57.5 µM), for inactives: at the top dose activity change, negative = inhibition, hits mostly inhibitors;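 note: plate controls were vehicle for no effect and reference inhibitor for full effect; nearly all actives have a fitted effect of over 55% in size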
# Target sequence (P08659 whole entry, looked up): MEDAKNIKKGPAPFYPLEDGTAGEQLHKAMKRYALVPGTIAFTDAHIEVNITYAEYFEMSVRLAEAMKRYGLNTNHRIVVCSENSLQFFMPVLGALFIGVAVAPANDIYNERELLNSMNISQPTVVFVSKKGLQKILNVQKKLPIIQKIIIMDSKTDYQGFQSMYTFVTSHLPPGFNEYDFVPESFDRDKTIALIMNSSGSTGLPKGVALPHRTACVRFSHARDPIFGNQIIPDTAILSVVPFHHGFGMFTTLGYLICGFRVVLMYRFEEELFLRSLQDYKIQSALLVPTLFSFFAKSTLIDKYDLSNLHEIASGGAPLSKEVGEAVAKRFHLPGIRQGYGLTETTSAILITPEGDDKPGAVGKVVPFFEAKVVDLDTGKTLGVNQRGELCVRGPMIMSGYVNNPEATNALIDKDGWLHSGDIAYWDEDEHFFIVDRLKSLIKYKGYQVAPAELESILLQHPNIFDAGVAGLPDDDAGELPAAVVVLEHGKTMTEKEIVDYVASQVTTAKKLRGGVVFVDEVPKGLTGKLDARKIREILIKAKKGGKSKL
#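 Biochemical qHTS of compounds, final roughly 60 µM downward over six points, against 10 nM purified firefly luciferase using Km concentrations of substrates (10 uM D-luciferin, 10 uM ATP) in Tris acetate pH 7.5 buffer; luminescence output.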
# p53 reactivation – qHTS assay for re-activators of p53 using a Luc reporter | actives 0.063% (n = 320,000) | AID 504706, 2011 | H1299 p53-A138V BP100-luciferase reporter, luminescence, 24 h | Potency, µM (series often up to 92.2 µM), without a hit: at the highest dose activity change, positive = activation, hits mostly activators; note: % of control where 0% means no effect; nearly all actives have a fitted effect of over 45% in size
#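 p53-null H1299 cells stably carrying temperature-sensitive p53-A138V and a BP100-luciferase reporter were pinned with compounds (4-point, 1:5 series) and held 24 hrs at 37 deg C. Luminescence was read 10 min after detection reagent.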
# MLL CXXC-DNA inh – qHTS Fluorescence Polarization Assay for Inhibitors of MLL CXXC domain - DNA interaction; Histone-lysine N-methyltransferase 2A (Homo sapiens), Q03164; Potency, µM (titrated, usually from 115 µM), without a hit: at the top dose activity change, negative = inhibition, most hits filed as inhibitors; actives 0.037% (n = 290,000); MLL-CXXC / FITC-HOXA9 DNA fluorescence polarization; active = well fitted inhibition curve with a large enough effect in the polarisation, with a control signal flat, not every such curve was filed as active; inconclusive = small, poorly fitted or top-dose-only effect, or effect the other way, or a change in a side signal; inactive = no such curve, though single readings can be large or run the other way; the % refers to the polarisation
#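 Purified MLL-CXXC (added from a 7 uM solution) was preincubated 5 min at ambient with pinned compounds in 50 mM Tris-HCl pH 7.5, 50 mM NaCl, 1 mM DTT, 0.05% BSA. Fluorescein-labeled HOX-A9 DNA (50 nM solution) followed, 30 min, then polarization read.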
# MBNL1-CUG inh – qHTS Assay for Inhibitors of MBNL1-poly(CUG) RNA binding. Muscleblind-like protein 1 (Homo sapiens), Q9NR56. TR-FRET MBNL1-His/biotin-(CUG)12 binding, 665/545 ratio. Potency, µM (top dose mostly 57.5 µM), inactives show at the top dose activity change, negative = inhibition, most hits filed as inhibitors. actives 0.036% (n = 280,000); active = well fitted inhibition curve with a large enough effect in the signal ratio, with a control signal flat, not every such curve was filed as active; inconclusive = small, poorly fitted or top-dose-only effect, or effect the other way, or a change in a side signal; inactive = no such curve, though single readings can be large or run the other way; the % refers to the signal ratio; note: % is set by controls: 0 for no effect and ±100 for the full control effect
#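 TR-FRET readout: Ex 340 nm, 665/545 nm emission ratio, normalized to buffer-only (basal) and MBNL1-(CUG)12 controls. Complex of MBNL1-His with Biotin-(CUG)12, compounds 92 nM–58 uM, incubated 60 min at room temperature.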
# Rab9 promoter act – qHTS Assay for Rab9 Promoter Activators | Potency, µM (highest dose often 9.22 µM), without a hit: at the highest dose activation, negative = inhibition, most hits filed as activators | actives 2.8% (n = 320,000) | Huh7 Rab9 promoter-luciferase reporter, luminescence, 24 h; note: % of control where 0% means no effect; nearly all actives have a fitted effect of over 60% in size
#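 Quantitative HTS format; Huh7 Rab9-luciferase reporter cells (1500/well) receive compound 2 h post-plating, incubate 24 h at 37 °C, then get luciferase reagent for 10 min before luminescence reading.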
# The depositor's hits bear a star; ? = inconclusive; / = not tested or not shown; [ ] = another dose, or the depositor's remark. Unless noted, calls come from the whole dose curve; as a rule, active = well fitted curve in the direction sought with a large enough effect; inconclusive = small, poorly fitted or top-dose-only effect, or another doubt; inactive = no such curve, though single readings can be large; an effect the other way counts as inactive or inconclusive. Potency is the fitted concentration of half-maximal effect. A portion of the library; count on the stated rates, not on these rows.
# The opening five entries, to show the layout:
entry	canonical_smiles	uPA generation	p53 reactivation	ELG1 genotox	MBNL1-CUG inh	Rab9 promoter act	MLL CXXC-DNA inh	BRCA1 expr act	NPC1 promoter act	VP16 counter	FLuc counter	RORg inh
1	O=C(O)c1cccc(S(=O)(=O)N2CCN(S(=O)(=O)c3ccc4ccccc4c3)CC2)c1	-1%	4%	0%	/	-3%	/	21%	-8%	/	0%	/
2	CCn1c(=O)n(CC)c2cc(N)ccc21	18%	-1%	11%	3%	-10%	8%	-17%	-3%	-9%	3%	-15%
3	CCOC(=O)c1ccc(NC(=O)COc2ccccc2CNCCO)cc1	2%	7%	-5%	1%	1%	-4%	3%	-9%	0%	0%	-12%
4	O=C(COC(=O)c1n[nH]c2ccccc12)c1cccc(Br)c1	1%	-21%	-1%	1%	-3%	16%	-7%	23%	-11%	?	19%
5	Cc1ccc(C(=O)NC2CCCCNC2=O)cc1 (configuration not stated)	?	18%	16%	6%	?	-26%	?	25%	10%	?	1%

# The listing, from the start:
entry	canonical_smiles	uPA generation	p53 reactivation	ELG1 genotox	MBNL1-CUG inh	Rab9 promoter act	MLL CXXC-DNA inh	BRCA1 expr act	NPC1 promoter act	VP16 counter	FLuc counter	RORg inh
1	O=C(O)c1cccc(S(=O)(=O)N2CCN(S(=O)(=O)c3ccc4ccccc4c3)CC2)c1	-1%	4%	0%	/	-3%	/	21%	-8%	/	0%	/
2	CCn1c(=O)n(CC)c2cc(N)ccc21	18%	-1%	11%	3%	-10%	8%	-17%	-3%	-9%	3%	-15%
3	CCOC(=O)c1ccc(NC(=O)COc2ccccc2CNCCO)cc1	2%	7%	-5%	1%	1%	-4%	3%	-9%	0%	0%	-12%
4	O=C(COC(=O)c1n[nH]c2ccccc12)c1cccc(Br)c1	1%	-21%	-1%	1%	-3%	16%	-7%	23%	-11%	?	19%
5	Cc1ccc(C(=O)NC2CCCCNC2=O)cc1 (configuration not stated)	?	18%	16%	6%	?	-26%	?	25%	10%	?	1%
6	CC(C)CCNC(=S)Nc1ccccc1F	2%	19%	-1%	-14%	-4%	1%	-9%	-1%	11µM*	1%	7.9µM*
7	Cc1cccc([C@@H]2[C@@H]3C(=O)N(Cc4ccccc4)C(=O)[C@@H]3[C@]3(CC(C)C)C(=O)N(c4cccc(Br)c4)C(=O)N23)c1	7%	/	-1%	-6%	-4%	38%[activator]	-15%	-9%	7%	0%	22%
8	CC(C)c1ccc(/C=C/C(=O)Nc2nc3ccc([N+](=O)[O-])cc3s2)cc1	-5%	4%	1%	-10%	-9%	24%	-1%[1.84 µM]	-6%	-8%	5%	-3%
9	NC(=O)CC(NC(=O)c1ccccc1)c1ccc(NCc2ccccc2)c([N+](=O)[O-])c1 (configuration not stated)	9%	-10%	-3%	?	-1%	-17%	-1%	2%	6%	2%	8%
10	NC(=O)C1(C(N)=O)OC1c1ccc(Cl)cc1Cl (configuration not stated)	-1%	-2%	-2%	2%	-1%	-1%	-9%	-2%	-8%	0%	14%
11	CC(C)C[C@H](NC(=O)c1cc2cc(Cl)ccc2n1C)C(=O)N1CCC(C(=O)O)CC1	1%	-3%	-2%	-7%	-20%	-7%	-5%	-14%	12%	-2%	42%
12	CCOC(=O)CN(Cc1ccccc1)S(=O)(=O)c1ccc(NC(C)=O)cc1	/	-29%	1%	-16%	6%	0%	-12%	-2%	-7%	1%	-7%
13	O=C(Nc1ccc(-c2csc(Nc3ccc(Cl)cc3)n2)cc1)c1cc([N+](=O)[O-])cc(C(F)(F)F)c1	20%	6%	-9%	5%	-8%	-1%	-6%	-2%	-1%	0%	-20%
14	N#Cc1nc(-c2ccc(OCc3ccccc3)cc2)oc1NCc1ccco1	10%	7%	16%	14%	10%	-4%	5%	9%	-4%	-4%	-12%
15	CC1=NNC(=O)C1CC(=O)N/N=C/C=C/c1ccccc1 (configuration not stated)	2%	4%	-1%	?	-5%	-5%	15%	0%	-1%	6%	?
16	CCCC1C(=O)Nc2ccccc2N1C(=O)c1ccc(C(C)(C)C)cc1 (configuration not stated)	-6%	-1%	-6%	8%	-1%	-14%	-88%	1%	?	3%	0%
17	COc1cccc(NC(=O)C(NCCC(C)C)c2ccccc2)c1 (configuration not stated)	-3%	5%	-3%	-10%	-2%	-1%	-1%	0%	21%	0%	-1%
18	CCCS(=O)(=O)N1CCc2ccc(NC(=O)C3CCCO3)cc2C1 (configuration not stated)	8%	-2%	5%	6%	-3%	10%	0%	-3%	12%	2%	-17%
19	O=C(O)CCCNC(=O)Cc1ccccc1	-13%	3%	3%	-10%	0%	6%	9%	0%	0%	-3%	-6%
20	Cc1ccc(OCC(=O)NNC(=O)CCC(=O)Nc2ccc(C)cc2C)cc1	-10%	7%	11%	2%	0%	0%	-11%	-3%	-1%	-1%	-9%

# Continued.
entry	canonical_smiles	uPA generation	p53 reactivation	ELG1 genotox	MBNL1-CUG inh	Rab9 promoter act	MLL CXXC-DNA inh	BRCA1 expr act	NPC1 promoter act	VP16 counter	FLuc counter	RORg inh
21	CCOC(=O)c1c(NC(=O)CSc2nc3ccccc3[nH]2)sc2c1CC(C)(C)NC2(C)C	?	0%	-2%	/	-5%	/	-33%	-2%	/	3%	/
22	CCNC(=S)N1CCN(CCN=CC2=C(O)CC(C)(C)CC2=O)CC1	-22%	-2%	-3%	-1%	1%	6%	-6%	-1%	3%	-2%	9%
23	Cc1ccccc1/C=C1\OC(=O)c2ccccc21	/	11%	4%	2%	-3%	1%	3%	-2%	0%	?	-14%
24	O=C(c1ccc(CNS(=O)(=O)c2ccc(Br)cc2)cc1)N1CCCCCC1	-8%	-4%	-8%	2%	-7%	-3%	-22%	-7%	-12%	0%	?
25	CCC1(C(=O)O)NC(c2cccc(OC)c2O)C2C(=O)N(c3ccccc3)C(=O)C21 (configuration not stated)	8%	0%	3%	-1%	-13%	-3%	22%	1%	1%	-7%	-12%
26	Cc1nnc(SCc2nc3sc4c(c3c(=O)[nH]2)CCCC4)n(N)c1=O	-1%	-2%	0%	23%	-3%	2%	-19%	3%	0%	-7%	?
27	Cc1cc(NC(=O)COn2nnc3ccccc32)no1	-4%	0%	0%	10%	4%	1%	1%	-2%	2%	4%	-18%
28	CC1CCCCN1C(=O)CN1CCN(S(=O)(=O)c2ccc(Br)cc2Cl)CC1 (configuration not stated)	-15%	-2%	0%	/	2%	/	-3%	-1%	/	2%	/
29	COC(=O)/C=C(\C)NC(=O)c1ccccc1Cl	/	0%	1%	-2%	2%	-3%	76%	-6%	10%	0%	6%
30	O=C(CCNC(=O)c1ccc(Br)cc1)Nc1nccs1	0%	-2%	1%	-5%	12%	0%	1%	1%	-2%	-16%	-6%
31	Cc1ccc(CNC(=O)CCNS(=O)(=O)c2ccc(C)cc2)cc1	-1%	0%	2%	0%	5%	9%	-8%	-4%	-1%	6%	-20%
32	Cc1ccc(C)c(S(=O)(=O)N/N=C2/CCCc3ccccc32)c1	0%	-2%	-3%	-9%	-4%	1%	-18%	-4%	13%	1%	5%
33	CCOc1ccc(S(=O)(=O)NCc2ccccn2)cc1	-6%	9%	-5%	0%	-8%	-3%	-4%	-1%	-7%	1%	2%
34	Cc1ccc(-n2c(C)c([N+](=O)[O-])c3ccc(O)cc32)cc1	/	-3%	-10%	/	0%	-11%	/	-4%	-4%	-3%	2%
35	CCCNC(=O)COC(=O)/C=C/c1ccco1	1%	5%	3%	17%	2%	-10%	-11%	-9%	-15%	-2%	13%
